Rtt109 Vps75 = inhibitors of C. albicans Rtt109/Vps75 HAT, primary screen, biochemical, ThioGlo CoA-SH fluorescence, plate reader; purified Rtt109/Vps75, 4 h; Histone acetyltransferase RTT109 (Candida albicans (strain SC5314 / ATCC MYA-2876)), …; inhibition, % at 34.9 µM; 0.16% of 330,000 active;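 active = inhibition of at least 50% in every replicate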
Target sequence (Q5AAJ8 whole entry, looked up): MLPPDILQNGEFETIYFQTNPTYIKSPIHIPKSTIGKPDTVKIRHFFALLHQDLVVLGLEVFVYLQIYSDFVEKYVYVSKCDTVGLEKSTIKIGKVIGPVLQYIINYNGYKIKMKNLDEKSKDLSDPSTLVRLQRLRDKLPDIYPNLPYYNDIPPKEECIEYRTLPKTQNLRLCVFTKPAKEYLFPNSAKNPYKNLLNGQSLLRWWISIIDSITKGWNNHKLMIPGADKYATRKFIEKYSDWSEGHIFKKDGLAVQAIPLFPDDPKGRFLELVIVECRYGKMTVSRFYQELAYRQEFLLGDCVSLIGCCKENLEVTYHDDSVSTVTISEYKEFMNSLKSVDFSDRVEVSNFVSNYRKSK
CAL PDZ FP-1 = untagged CAL PDZ binding inhibitors, primary screen, biochemical, fluorescence polarization, HTS | purified CAL PDZ, TMR-peptide fluorescence polarization, 1 h | inhibition, % at 24.9 µM | 0.92% of 300,000 active | AID 602252, 2012;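 active = mean inhibition of at least 30% with at least half of replicates also reaching 30%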;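 also: 0% = DMSO neutral control and 100% = excess unlabeled competitor peptide PRC23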
CAL PDZ FP-2 = CAL PDZ peptide-binding inhibitors, primary screen, biochemical, fluorescence polarization, Cer-tagged CAL PDZ, HTS; Golgi-associated PDZ and coiled-coil motif-containing protein (Homo sapiens), Q9HD26; purified CAL PDZ, TMR-peptide fluorescence polarization, 1 h; inhibition, % at 20 µM; AID 504414, 2011; 0.02% of 330,000 active;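 active = highest replicate inhibition of at least 40%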;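 also: plate controls were DMSO neutral control wells for no effect and unlabeled competitor peptide control wells for full effect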
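Assay system – tagged CAL PDZ protein CerCALP, purified · Timing – 1 h at RT · Compound – single point, 20 µM · Measured by – fluorescence polarization from S- and P-plane intensities, G-factor corrected · Evaluation – inhibition from polarization loss · Probe or stimulus – TMR reporter peptide T*-PRC34 · Buffer or medium – pH 7.4 phosphate-saline buffer, reducing agent, detergent, IgG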
MITF act = activators of MITF-driven TRPM1 promoter reporter, primary screen, cell-based, SK-MEL-5, luciferase, single point | SK-MEL-5 TRPM1-promoter luciferase, 24 h; % of positive control, neutral wells = 0 | activation, % at 12.5 µM | 0.75% of 300,000 active;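 active = mean activation of at least 80% with every replicate also reaching 80%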;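 also: 0% = neutral control wells and 100% = parthenolide positive control wells; values of inactives mirror those of a sister screen read the other way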
PfHsp90 yeast 2 = growth inhibition of PfHsp90-expressing yeast, primary screen, antimalarial PfHsp90 inhibitor project, S. cerevisiae, BacTiter-Glo luminescence, single point, set 2. inhibition, % at 9.4 µM. BacTiter-Glo ATP, 48 h; yeast lacking PDR1 and PDR3 efflux regulators. 0.32% of 310,000 active;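 active = every replicate shows inhibition above about 80%, whatever the replicate mean, limit read from the data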;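 also: 0% = DMSO neutral controls and 100% = 20 µM radicicol positive controls; yeast relying on Plasmodium falciparum Hsp90 in place of its own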
SR-BI DiI inh = inhibitors of SR-BI mediated HDL lipid uptake, primary screen, ldlA[mSR-BI] cells, fluorescence, single point; Scavenger receptor class B member 1 (Mus musculus), Q61009; ldlA[mSR-BI] CHO cells, DiI-HDL uptake fluorescence, 3 h; inhibition, % at 12.5 µM; 0.96% of 320,000 active; AID 488896, 2010;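 active = mean replicate inhibition of at least 70% and a set share of replicates each scoring 70 or more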;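 also: 0% = median of neutral control wells and 100% = median of positive control wells; values of inactives mirror those of a sister screen read the other way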
Target sequence (Q61009 whole entry, looked up): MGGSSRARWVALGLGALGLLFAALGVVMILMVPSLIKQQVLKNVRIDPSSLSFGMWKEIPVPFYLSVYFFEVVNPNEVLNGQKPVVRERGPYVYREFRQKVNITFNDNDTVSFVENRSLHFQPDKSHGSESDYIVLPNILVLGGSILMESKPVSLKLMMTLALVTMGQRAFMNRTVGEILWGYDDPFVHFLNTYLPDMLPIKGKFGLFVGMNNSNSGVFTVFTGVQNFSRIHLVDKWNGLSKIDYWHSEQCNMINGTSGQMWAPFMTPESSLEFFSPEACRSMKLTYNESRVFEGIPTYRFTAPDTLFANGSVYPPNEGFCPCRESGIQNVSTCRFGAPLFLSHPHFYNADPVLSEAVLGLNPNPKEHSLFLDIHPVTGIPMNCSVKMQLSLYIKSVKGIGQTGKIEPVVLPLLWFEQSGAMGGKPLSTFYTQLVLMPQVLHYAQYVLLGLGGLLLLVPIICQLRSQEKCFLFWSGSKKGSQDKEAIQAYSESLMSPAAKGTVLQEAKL
NSD2 inh = NSD2 histone methyltransferase inhibitors, primary screen, biochemical, AlphaScreen, single concentration, set 2; Histone-lysine N-methyltransferase NSD2 (Homo sapiens), O96028; NSD2 peptide methylation, 120 min; inhibition, % at 12.5 µM; 0.54% of 310,000 active; AID 743445, 2014; in the data active = inhibition above about 50%
SR-BI uptake up = activators of SR-BI mediated DiI-HDL uptake, primary screen, ldlA[mSR-BI] CHO cells, DiI fluorescence | 3 h; 100 = double the neutral-control signal | activation, % at 12.5 µM | 0.096% of 320,000 active;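 active = mean replicate activation of at least 60% and every replicate at or above 60%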;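 also: 0% = median plate neutral-control signal and 100% = twice that signal; values of inactives mirror those of a sister screen read the other way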
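Assay system: CHO ldlA[mSR-BI] cells, LDL receptor-null, SR-BI overexpressing; medium: Ham's F12 with 0.5% BSA, HEPES 25 mM, pH 7.4; also added: DiI-HDL 10 µg/mL; timing: 3 h uptake period with compound, 37 °C; signal: DiI fluorescence, bottom read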
dFosB act = activators of delta FosB homodimer, primary screen, biochemical, fluorescence polarization, TAMRA-CDK5 oligo, single point; AID 493131, 2011; activation, % at 25 µM; 0.99% of 340,000 active; Protein FosB (Mus musculus), P13346; purified delta FosB; percent of positive-control signal above neutral wells;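 active = mean activation above about 17%, with every replicate also reaching it, limit read from the data, passing the limit was not always enough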;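 also: fluorescence polarization rise as delta FosB binds a TAMRA Cdk5 AP-1 oligo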
PvdQ inh = P. aeruginosa PvdQ acylase inhibitors, primary screen, biochemical, fluorescence, plate reader and imaging, single point. inhibition, % at 10 µM. purified PvdQ acylase. 0.063% of 340,000 active; in the data active = inhibition above about 30%, passing the limit was not always enough;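 also: 0% = vehicle neutral wells and 100% = reference inhibitor wells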
An asterisk follows results filed as active; . = no result given.

Values run as follows: PvdQ inh	dFosB act	SR-BI uptake up	PfHsp90 yeast 2	MITF act	CAL PDZ FP-2	CAL PDZ FP-1	Rtt109 Vps75	SR-BI DiI inh	NSD2 inh
O=C(Cn1nnc(-c2ccccc2Cl)n1)N/N=C/c1ccc2c(c1)OCO2
→ 6	24*	37	-1	-2	-0.9	-4	-3	-37	.
O=C1[C@H]2[C@H](C=CC[C@H]2C(=O)N2CCOCC2)CCN1Cc1ccccc1
→ 9	3	8	1	-3	0.8	-3	4	-8	.
O=C(Nc1cc(Oc2ccccc2)cc([N+](=O)[O-])c1)C12CC3CC(C1)CC(n1cnc(Cl)n1)(C3)C2
→ 1	-9	-20	-15	-5	-1.8	5	3	20	-6
CCN(CCCNC(=O)CCCN1C(=O)COc2ccc(C)cc21)c1cccc(C)c1
→ -13	-10	-57	.	6	.	-6	0	57	32
CCN(Cc1ccccc1)S(=O)(=O)c1ccc(C(=O)N(CCCN(C)C)c2nc3cc4c(cc3s2)OCCO4)cc1
→ -9	42*	-12	-9	-44	-5.9	0	3	12	-3
O=C1OC(/C(=C\Nc2cc(Cl)ccc2O)[N+](=O)[O-])c2ccccc21 (stereo unspecified)
→ 15	-2	0	-40	-6	-0.2	-3	-5	0	16
Cc1c(Cl)cccc1NC(=S)Nc1ccccn1
→ -9	-5	-3	-50	-23	0.4	-5	-12	3	-2
Cc1cccc(NC2=CC(=O)OC(C)C2)c1 (stereo unspecified)
→ -8	3	-2	-10	0	-0.8	-4	9	2	-6
CC(=O)Nc1ccc(C(=O)NCC2CCCCC2)cc1
→ -17	-1	-6	16	5	-1.2	-1	3	6	4
Cc1nc(C(=O)Nc2cc(F)cc(Cl)c2)sc1C1(C)CC(c2ccccc2)=NO1 (stereo unspecified)
→ -10	-10	-80	15	8	0.6	-4	4	80*	.
O=c1cnnc(NCc2ccccc2)[nH]1
→ 4	-2	-15	8	-7	-0.3	1	.	15	-4
O=C(CN1C(=O)COc2ccccc2C1=O)c1ccc2c(c1)OCCO2
→ -13	-7	8	3	10	-1.7	-3	-3	-8	4
Cc1onc(-c2ccc(Cl)cc2Cl)c1-c1csc(N/N=C/c2ccccc2)n1
→ -14	-10	-32	-8	-6	-0.6	54*	7	32	-1
Cc1ccsc1C(=O)OCc1cc(=O)n2ccsc2n1
→ -14	-15	4	10	77	-1.0	0	-6	-4	.
Cc1ccc(C)c(-n2nnnc2Sc2nnnn2-c2ccccc2)c1
→ -7	-8	6	-17	-18	-0.6	-1	1	-6	0
O=C(CCNC(=O)c1ccc(Cl)cc1)Nc1ccc(Cl)cc1F
→ 15	-7	-11	20	12	-2.2	-4	16	11	-2
COc1ccccc1NC(=S)NCc1ccc(S(N)(=O)=O)cc1
→ 8	-1	22	4	8	-1.0	4	-5	-22	1
Cc1cc(C)cc(NC(=O)CSc2nnc(-c3ccncc3)o2)c1
→ -12	-3	12	9	1	-1.0	-2	3	-12	-2
CCOC(=O)CCC(=O)O[C@H]1[C@H](O[C@@H]2[C@@H](C)[C@H](O[C@H]3C[C@@](C)(OC)[C@@H](O)[C@H](C)O3)[C@@H](C)C(=O)O[C@H](CC)[C@@](C)(O)[C@H](O)[C@@H](C)C(=O)[C@H](C)C[C@@]2(C)O)O[C@H](C)C[C@@H]1N(C)C
→ -7	-8	2	-9	8	-0.5	-6	-16	-2	.
COc1ccc(CCNC(=O)c2ccc(-c3ccc([N+](=O)[O-])cc3)o2)cc1OC
→ 8	-7	-28	1	6	-4.4	-3	8	28	3
Cc1ccc(C2=NN(CCC#N)C(=O)CO2)cc1
→ 9	6	-8	-7	-7	0.1	9	6	8	-2
CCOC(=O)Cn1c2ccccc2c2nc3ccccc3nc21
→ -10	-11	-53	-80	-9	0.3	42*	-7	53	0
O=C(O)c1ccccc1N(Cc1ccccc1)C(=O)COc1ccccc1
→ -9	-2	1	6	6	-1.2	-4	-7	-1	-1
CSc1ccccc1NC(=O)CSCc1ccc(C)cc1
→ -11	7	10	21	-13	-1.7	0	0	-10	2
COc1ccc(-c2nn(-c3ccccc3)cc2C(=O)NCC(c2cccs2)N2CCOCC2)cc1 (stereo unspecified)
→ 3	5	-27	-11	11	-2.7	-11	0	27	-1
O=[N+]([O-])c1cccnc1Oc1cccnc1
→ 1	0	3	11	8	-1.1	-1	12	-3	0
COc1ccc(C(=O)Nc2ccc(-c3n[nH]c(=S)o3)cc2)cc1
→ 4	-3	-10	-13	0	-0.9	-4	-13	10	7
Cc1ccc(C)c(S(=O)(=O)N/N=C/c2cccnc2)c1
→ -3	6	15	4	17	-1.0	-1	-5	-15	3
COc1ccc(C(CNC(=O)c2ccc(S(=O)(=O)Nc3ccc(F)cc3)cc2)N(C)C)cc1 (stereo unspecified)
→ -5	-10	21	7	-1	-1.3	-5	-1	-21	0
COc1ccc(-c2nsc(SCC(=O)NCc3ccc4c(c3)OCO4)n2)cc1
→ 4	-3	40	-21	43	-3.4	-2	-5	-40	-1

Following part.
Values run as follows: PvdQ inh	dFosB act	SR-BI uptake up	PfHsp90 yeast 2	MITF act	CAL PDZ FP-2	CAL PDZ FP-1	Rtt109 Vps75	SR-BI DiI inh	NSD2 inh
O=C(NCc1ccc2c(c1)OCO2)c1cc(-c2ccccc2)c(N2CCOCC2)s1
→ -9	-4	-44	9	-12	-2.6	-2	-1	44	-1
COc1cccc(-c2nn(C)c3sc(C(=O)N4CCN(c5ccccc5)CC4)cc23)c1
→ 10	-8	-10	21	9	-2.4	-2	0	10	-2
CCCN1CCC(NC(=S)Nc2ccc(C(=O)OCC)cc2)CC1
→ -12	-10	20	27	-1	0.4	1	3	-20	9
CC(C)N(Cc1cc2ccccc2[nH]c1=O)C(=O)C1CCCCC1
→ 16	4	26	-1	6	-0.8	2	10	-26	-2
CCCCCCC(C)OC(=O)c1ccccc1C(=O)O (stereo unspecified)
→ -7	-4	20	-3	3	0.2	-2	2	-20	8
Cn1c(SCc2ccccc2Br)nc2ccccc2c1=O
→ 23	0	-18	-24	.	-0.1	-4	3	18	-2
COc1cc(OC)cc(C(=O)NCCCN2CCN(CCCNC(=O)c3cc(OC)cc(OC)c3)CC2)c1
→ -10	-12	2	.	1	-0.1	-2	-1	-2	-2
Cc1ccccc1C(=O)Nc1ccc2c(c1)nc(CCNC(=O)c1ccco1)n2C
→ -10	2	-19	18	18	-1.5	.	-11	19	-1
CC(CC(=O)NCc1ccc(Cl)cc1)S(=O)(=O)c1ccc2c(c1)NC(=O)CO2 (stereo unspecified)
→ -5	-10	17	14	-4	-2.7	-2	-2	-17	-10
C(#CCN1CCCC1)CC(c1ccccc1)c1ccccc1
→ 0	6	5	-9	8	.	-4	1	-5	2
COc1cccc2sc(NNC(=O)C3COc4ccccc4O3)nc12 (stereo unspecified)
→ -6	-5	6	0	6	-1.4	-2	.	-6	0
O=C(CCCC(=O)OCC(Cl)=C(Cl)Cl)Nc1cccc2ccccc12
→ -14	-4	14	11	3	-0.6	-1	2	-14	-1
COc1cccc(/C=N/NC(=O)c2ccc(=O)[nH]n2)c1O
→ -5	-4	.	-49	3	-2.7	-2	-2	.	-16
C/C(N)=C(/C#N)C(=O)CSc1nncn1-c1ccccc1
→ -8	-1	.	-28	2	-2.9	-2	-10	.	1
OCc1c(OCc2cccc(F)c2)ccc2ccccc12
→ -9	-4	-40	16	32	-0.3	-1	4	40	-1
S=c1[nH]nc(NCCCN2CCOCC2)s1
→ 4	4	3	2	-5	-1.4	-2	3	-3	3
COc1ccc(CN2CC(=O)N3[C@H]4c5ccc(OC)cc5OC[C@@H]4[C@H](c4ccccc4)[C@]3(C)C2=O)cc1
→ -11	-1	2	-2	5	-0.5	0	5	9	.

Ordered by value in NSD2 inh (descending): 5 of the compounds above.
compound	PvdQ inh	dFosB act	SR-BI uptake up	MITF act	CAL PDZ FP-2	CAL PDZ FP-1	Rtt109 Vps75	SR-BI DiI inh	NSD2 inh
CCCN1CCC(NC(=S)Nc2ccc(C(=O)OCC)cc2)CC1	-12	-10	20	-1	0.4	1	3	-20	9
S=c1[nH]nc(NCCCN2CCOCC2)s1	4	4	3	-5	-1.4	-2	3	-3	3
COc1cccc2sc(NNC(=O)C3COc4ccccc4O3)nc12 (stereo unspecified)	-6	-5	6	6	-1.4	-2	.	-6	0
CC(CC(=O)NCc1ccc(Cl)cc1)S(=O)(=O)c1ccc2c(c1)NC(=O)CO2 (stereo unspecified)	-5	-10	17	-4	-2.7	-2	-2	-17	-10
COc1cccc(/C=N/NC(=O)c2ccc(=O)[nH]n2)c1O	-5	-4	.	3	-2.7	-2	-2	.	-16

Two records picked at random from the list so far:
Values run as follows: PvdQ inh	dFosB act	SR-BI uptake up	PfHsp90 yeast 2	MITF act	CAL PDZ FP-2	CAL PDZ FP-1	Rtt109 Vps75	SR-BI DiI inh	NSD2 inh
Cc1ccsc1C(=O)OCc1cc(=O)n2ccsc2n1
→ -14	-15	4	10	77	-1.0	0	-6	-4	.
CSc1ccccc1NC(=O)CSCc1ccc(C)cc1
→ -11	7	10	21	-13	-1.7	0	0	-10	2

Screens as filed in PubChem.
